Source: PubChem BioAssay
S100A4 MyoIIA – inhibitors of S100A4-myosin IIA peptide binding, primary screen, biochemical, fluorescence polarization, TAMRA-MyoIIA peptide. Protein S100-A4 (Homo sapiens), P26447. inhibition, % at 10.7 µM. 360,000 tested, 0.14% active. AID 652163, 2013;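 active = mean inhibition of at least 70% across replicates, with every replicate also reaching that level; inconclusive = mean inhibition reaches 70% but some replicates fall short; inactive = mean inhibition below 70%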
Target sequence (P26447 whole entry, looked up): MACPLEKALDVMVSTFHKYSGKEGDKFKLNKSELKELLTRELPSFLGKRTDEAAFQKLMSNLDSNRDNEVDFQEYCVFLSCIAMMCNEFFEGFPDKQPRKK
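System – human S100A4 monomer protein, biochemical binding assay · Buffer or medium – Calcium-containing HEPES buffer, pH 7.2 · Timing – 5 min between mix addition and reading · Also added – TAMRA-labelled myosin IIA heavy-chain peptide probe, 5 nM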
PglD inh – C. jejuni PglD acetyltransferase inhibitors, primary screen, biochemical, DTNB colorimetric, single point. purified PglD enzyme, DTNB colorimetric CoA detection. inhibition, % at 12.5 µM. 360,000 tested, 0.098% active. AID 602405, 2012; in the data active = inhibition above about 16%, passing the limit was not always enough; inconclusive = no clear call, values can overlap the other calls; note: strong numbers were not always called active
DENV2 CPE rescue – inhibitors of DENV2 cytopathic effect, primary screen, cell-based, plate reader, single concentration; DENV2-infected cells, cytopathic effect rescue; CPE inhibition, % at 9.99 µM; 350,000 tested, 1.7% active; in the data active = CPE inhibition above about 20%, passing the limit was not always enough; inconclusive = no clear call, values can overlap the other calls; tested in BHK-21 cells;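 note: 0% = median of neutral control wells and 100% = median of positive control wells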
E-sel inducer – E-selectin induction in HUVECs, primary screen, imaging, HUVEC, immunofluorescence imaging, single point. P16581. normalized: neutral wells 0, TNF-alpha wells 100. activation, % at 7.58 µM. 260,000 tested, 0.37% active. AID 686992, 2013;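 active = mean E-selectin-positive cell signal at least 10% of the positive control, reached in at least 60% of replicates, without over 20% cell loss; inconclusive = no rule given, readout overlaps actives, possibly toxicity-flagged; inactive = the rest, including those meeting only one limit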;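 note: in these data hits start at about 27%; measured in HUVEC primary endothelial cells; signal is the percent of cells scored E-selectin positive by PE staining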
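Test system – human umbilical vein endothelial cells (HUVEC), E-selectin induction · Input – 3,000 HUVEC seeded per well · Buffer or medium – EGM-2, gelatin · Compound dosing – single-point compound dose · Detection – immunofluorescence imaging · Measure – percent E-selectin-positive cells · Controls – TNF-alpha high, DMSO low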
Statin myotox sup – suppressors of statin myotoxicity in C2C12 myotubes, primary screen, cell-based, single point, plate reader | C2C12 myotubes + simvastatin, ATP luminescence, 48 h; scaled: DMSO 0, geranylgeraniol control 100 | 330,000 tested, 0.78% active | rescue of ATP level, % at 7.49 µM;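 active = mean ATP rescue above about 67%, or every replicate alone reaching that limit, limit read from the data, passing the limit was not always enough; inconclusive = no clear call, values can overlap the other calls; inactive = mean under the limit and some replicate under it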;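 note: myotubes were challenged with 10 µM simvastatin during compound exposure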
ERp5 block – inhibitors of ERp5-driven insulin aggregation, primary screen, biochemical, turbidity, absorbance 650 nm, single point. Protein disulfide-isomerase A6 (Homo sapiens), Q15084. AID 651711, 2012. 350,000 tested, 0.05% active. 90 min. inhibition, % at 9.99 µM;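 active = mean replicate inhibition above about 25%, with every replicate also reaching it, limit read from the data, passing the limit was not always enough; inconclusive = only one of those two criteria met; inactive = neither criterion met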
Target sequence (Q15084 whole entry, looked up): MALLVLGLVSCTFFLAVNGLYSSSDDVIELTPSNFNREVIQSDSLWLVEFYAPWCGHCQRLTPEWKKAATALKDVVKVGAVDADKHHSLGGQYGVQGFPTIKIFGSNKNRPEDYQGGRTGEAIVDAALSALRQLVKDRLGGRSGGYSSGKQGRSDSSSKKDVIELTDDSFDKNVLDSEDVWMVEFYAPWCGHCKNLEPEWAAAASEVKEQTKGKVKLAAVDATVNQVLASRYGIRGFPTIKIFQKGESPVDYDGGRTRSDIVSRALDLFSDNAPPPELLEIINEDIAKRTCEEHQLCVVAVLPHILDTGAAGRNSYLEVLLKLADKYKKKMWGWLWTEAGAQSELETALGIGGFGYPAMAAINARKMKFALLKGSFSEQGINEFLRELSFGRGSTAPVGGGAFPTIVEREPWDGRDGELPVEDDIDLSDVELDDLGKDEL
SIRT5 block – SIRT5 desuccinylase inhibitors, primary screen, biochemical, fluorescence imaging, single point, set 5; NAD-dependent protein deacylase sirtuin-5, mitochondrial (Homo sapiens), Q9NXA8; Purified SirT5, succinyl-peptide AMC, trypsin-coupled fluorescence; inhibition, % at 15 µM; 330,000 tested, 1.1% active; in the data active = inhibition above about 15%; inconclusive = no clear call, values can overlap the other calls
Target sequence (Q9NXA8 whole entry, looked up): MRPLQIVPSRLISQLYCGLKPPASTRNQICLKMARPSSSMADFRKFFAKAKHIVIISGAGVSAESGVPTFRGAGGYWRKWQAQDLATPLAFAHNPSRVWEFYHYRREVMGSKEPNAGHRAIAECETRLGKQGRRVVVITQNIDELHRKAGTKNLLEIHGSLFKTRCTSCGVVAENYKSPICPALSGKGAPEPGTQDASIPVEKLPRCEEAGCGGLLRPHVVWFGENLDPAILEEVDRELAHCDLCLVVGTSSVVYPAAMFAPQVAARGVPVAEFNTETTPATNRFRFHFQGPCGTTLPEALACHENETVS
* marks the source's active call; other numbers are inactive results; & = joins results of further samples. Some of the compounds tested; rates above refer to the full screens.

CC=Cc1ccc2n(c1=O)C[C@@H]1[C@@H](CO)[C@H](C(=O)N3CCc4ccccc4C3)[C@H]2N1Cc1cocn1 (mixture of isomers) was read as S100A4 MyoIIA 1, PglD inh -2, DENV2 CPE rescue 6, E-sel inducer -0.2, Statin myotox sup -2, ERp5 block 6 and SIRT5 block -18.
For CO[C@H]1CN(C)C(=O)c2cc(NS(=O)(=O)c3cn(C)cn3)ccc2OC[C@H](C)N(C)C[C@H]1C the results were PglD inh 2, E-sel inducer 1.3 and Statin myotox sup 16.
Screening Cc1cc(NS(=O)(=O)c2ccc(NC(=O)c3cnc4sccn4c3=O)cc2)nc(C)n1 returned S100A4 MyoIIA 3, PglD inh -2, DENV2 CPE rescue -2, E-sel inducer -0.8, Statin myotox sup -11, ERp5 block -2 and SIRT5 block 0.
CC1CN(CCC(=O)Nc2ccccc2F)CC(C)O1 (stereo not given) was read as S100A4 MyoIIA -3, PglD inh -9, DENV2 CPE rescue 3, E-sel inducer 0.3, Statin myotox sup 14, ERp5 block 4 and SIRT5 block 0.
Screening C[C@H](CO)N1C[C@H](C)[C@@H](CN(C)CC2CCCCC2)Oc2ccc(NC(=O)C3CC3)cc2C1=O returned S100A4 MyoIIA -15, PglD inh -1, DENV2 CPE rescue 20, Statin myotox sup -15 and ERp5 block 14.
CN(C)CC#Cc1ccc([C@@H]2[C@@H](CO)N3CCCCN(C(=O)c4ccc5c(c4)OCO5)C[C@@H]23)cc1 was read as S100A4 MyoIIA 4, PglD inh -2, DENV2 CPE rescue 19, E-sel inducer 0.1, Statin myotox sup 9, ERp5 block 3 and SIRT5 block -1.
For C[C@@H]1CN([C@H](C)CO)C(=O)c2c(c3ccccc3n2C)-c2ccccc2CO[C@H]1CN(C)C(=O)Nc1cccc(C(F)(F)F)c1 the results were S100A4 MyoIIA 0, DENV2 CPE rescue 6, E-sel inducer -0.7, ERp5 block -2 and SIRT5 block 6.
Screening CC(C)NC(=O)N(C)C[C@@H]1OCCCC[C@H](C)Oc2ccc(NC(=O)C3CCCCC3)cc2C(=O)N([C@@H](C)CO)C[C@@H]1C returned S100A4 MyoIIA 20, PglD inh 2, DENV2 CPE rescue 2, ERp5 block 1 and SIRT5 block 1.
O=C(Nc1cc(C(F)(F)F)ccc1N1CCOCC1)c1ccncc1 was read as S100A4 MyoIIA 1, PglD inh 2, DENV2 CPE rescue 7, E-sel inducer 4.4, Statin myotox sup -1 and SIRT5 block -3.
COc1ccc(S(=O)(=O)Nc2cccc3c2O[C@@H](CN(C)C(=O)Nc2c(C)noc2C)[C@H](C)CN([C@@H](C)CO)C3=O)cc1 was read as S100A4 MyoIIA 8, PglD inh -2, DENV2 CPE rescue 11, E-sel inducer -10, Statin myotox sup 16, ERp5 block 0 and SIRT5 block -2.
Cc1cc(NN=Cc2ccccn2)nc2c(C)cccc12 was read as S100A4 MyoIIA 41, DENV2 CPE rescue inconclusive, E-sel inducer -0.1 and ERp5 block 2.
`O=C(O)c1ccc(CNC(=O)C2CCCN2C(=O)OCc2ccccc2)cc1` (stereo not given) gave S100A4 MyoIIA 2, PglD inh 5, DENV2 CPE rescue 25*, E-sel inducer 0.1, Statin myotox sup 12, ERp5 block 0 and SIRT5 block -1.
`C[C@@H]1CCCCO[C@@H](CN(C)CC2CC2)[C@@H](C)CN([C@H](C)CO)C(=O)c2cc(NS(=O)(=O)c3ccc(F)cc3)ccc2O1` gave S100A4 MyoIIA 0, PglD inh -6, DENV2 CPE rescue -8, E-sel inducer 0.1, ERp5 block -6 and SIRT5 block 2.
For O=C(Nc1ccc(F)cc1)N[C@H]1CC[C@H](CC(=O)N2CCCCC2)O[C@H]1CO the results were S100A4 MyoIIA -3, PglD inh 6, DENV2 CPE rescue -4, E-sel inducer 0.0, Statin myotox sup 6, ERp5 block -1 and SIRT5 block -1.
CCCC(=O)N1CCC2(CC1)CN(C(=O)C1CCCCC1)[C@H](CO)c1[nH]c3cc(OC)ccc3c12 was read as S100A4 MyoIIA 4, DENV2 CPE rescue -5, E-sel inducer -0.3 and ERp5 block 2.
Screening CC(C)c1ccc(OCC(=O)NNC(=S)NC(=O)C2CC2)cc1 returned S100A4 MyoIIA -2, PglD inh 4, DENV2 CPE rescue -1, E-sel inducer 0.9, Statin myotox sup -22, ERp5 block 3 and SIRT5 block -2.
Cc1cc(S(=O)(=O)NCCc2ccncc2)cc(C)c1F was read as S100A4 MyoIIA -5, DENV2 CPE rescue -4, ERp5 block -11 and SIRT5 block 0.
`C[C@H]1CN([C@@H](C)CO)C(=O)CCCn2cc(nn2)CO[C@@H]1CN(C)C(=O)Nc1ccccc1F` gave S100A4 MyoIIA 1&4, PglD inh 4&2, DENV2 CPE rescue 7&12, E-sel inducer 0.0, Statin myotox sup 1&-33, ERp5 block 1&-3 and SIRT5 block -5&2.
C[C@H](NC(=O)C[C@H]1C[C@@H]2c3cc(NC(=O)NC4CCCCC4)ccc3O[C@@H]2[C@H](CO)O1)c1ccccc1 was read as S100A4 MyoIIA -8, PglD inh -3, DENV2 CPE rescue 1, E-sel inducer -0.3, Statin myotox sup 2, ERp5 block -1 and SIRT5 block 3.
`Cc1ccsc1C(=O)N1CCN(c2ncc(C(F)(F)F)cc2Cl)CC1` gave S100A4 MyoIIA 0, PglD inh 0, DENV2 CPE rescue 2, E-sel inducer 0.1, ERp5 block 5 and SIRT5 block 3.
O=Cc1c(N2CCN(c3ccccc3)CC2)nc2ccccn2c1=O was read as S100A4 MyoIIA 5, DENV2 CPE rescue 3, E-sel inducer 0.1, ERp5 block -10 and SIRT5 block 1.
`COc1ccc(CN(C)C[C@@H]2Oc3ccc(NS(=O)(=O)c4ccc(C)cc4)cc3C(=O)N([C@@H](C)CO)C[C@H]2C)cc1` gave S100A4 MyoIIA -3, PglD inh 1, DENV2 CPE rescue 1, E-sel inducer 0.0, Statin myotox sup 48, ERp5 block 0 and SIRT5 block 0.
For COc1ccc(CNC(=O)C[C@H]2C[C@H]3c4cc(NS(C)(=O)=O)ccc4O[C@H]3[C@H](CO)O2)cc1 the results were S100A4 MyoIIA 0, PglD inh -2, DENV2 CPE rescue -2, E-sel inducer -0.2, Statin myotox sup 3, ERp5 block -9 and SIRT5 block -1.
`Cc1cc(C(=O)O)c(CSCc2cc(C(=O)O)oc2C)o1` gave S100A4 MyoIIA -3, PglD inh -3, DENV2 CPE rescue 0, Statin myotox sup 18, ERp5 block -6 and SIRT5 block -6.
Screening CCC(C)NC(=O)C(=O)NC1CCCC1 (stereo not given) returned S100A4 MyoIIA 18, DENV2 CPE rescue -8, ERp5 block -1 and SIRT5 block -1.
For COc1ccc(OC)c(CNC(=O)CCc2cn(C)c3ccccc23)c1 the results were S100A4 MyoIIA -2, PglD inh -2, DENV2 CPE rescue -1, E-sel inducer 0.0, Statin myotox sup 8, ERp5 block 3 and SIRT5 block 0.
CCCNS(=O)(=O)c1ccc(CCC(=O)N2CCN(CC)CC2)cc1 was read as S100A4 MyoIIA 2, PglD inh 0, DENV2 CPE rescue -3, Statin myotox sup 11, ERp5 block -1 and SIRT5 block -1.
Screening Clc1ccc(-c2cc(C3CCNCC3)[nH]n2)c(Cl)c1 returned S100A4 MyoIIA -3, ERp5 block 17 and SIRT5 block -3.
For CCOC(=O)c1c(C)[nH]c(C(=O)COC(=O)C2(C)CC2(Cl)Cl)c1C (stereo not given) the results were PglD inh 4, E-sel inducer -1.2 and Statin myotox sup -6.
Screening CCCCn1c(SCC(=O)N2CCOCC2)nc2c1c(=O)n(C)c(=O)n2C returned S100A4 MyoIIA 0, PglD inh -2, DENV2 CPE rescue 14, Statin myotox sup 6, ERp5 block 0 and SIRT5 block -1.
`COc1cc(NC(=O)CCl)ccc(=O)c1` gave S100A4 MyoIIA 0, PglD inh 3, DENV2 CPE rescue 6, E-sel inducer -0.1 and ERp5 block 2.
`CCCn1c(SCC(=O)N2CCN(C(C)=O)CC2)nc2sc3c(c2c1=O)CCC3` gave S100A4 MyoIIA -11, PglD inh 5, DENV2 CPE rescue -2, E-sel inducer -0.1, Statin myotox sup -3, ERp5 block -3 and SIRT5 block 0.
Cn1c(COc2ccccc2Br)nc2ccccc21 was read as S100A4 MyoIIA 0, PglD inh -4, DENV2 CPE rescue 4, Statin myotox sup 12, ERp5 block -4 and SIRT5 block -1.
For Cc1nnc(SCC(=O)NC2CCCc3ccccc32)n1-c1ccccc1 (stereo not given) the results were S100A4 MyoIIA 0, DENV2 CPE rescue 83*, ERp5 block 1 and SIRT5 block -3.
For Cc1ccc(OCCN2C(=O)C(=O)c3cc(C)ccc32)cc1 the results were S100A4 MyoIIA 6, PglD inh -2, DENV2 CPE rescue -3, E-sel inducer 5.1, Statin myotox sup 0, ERp5 block 2 and SIRT5 block 2.
`O=C(NCc1ccc(F)cc1F)c1cc(COc2c(F)cccc2F)on1` gave S100A4 MyoIIA -10, DENV2 CPE rescue -7, ERp5 block -2 and SIRT5 block 1.
C[C@@H]1COc2cc(NCCO)ccc2S(=O)(=O)N1 was read as S100A4 MyoIIA -3, DENV2 CPE rescue -10, E-sel inducer 0.2, ERp5 block 1 and SIRT5 block 0.
`CC(NCc1cccs1)c1ccccc1` (stereo not given) gave S100A4 MyoIIA -7, ERp5 block 2 and SIRT5 block -6.
Screening O=C(OCC(=O)N1CCCC1)c1ccc(O)cc1 returned S100A4 MyoIIA -1, PglD inh 5, DENV2 CPE rescue 2, E-sel inducer 0.0, Statin myotox sup 56, ERp5 block 3 and SIRT5 block 0.
CC(C)(C)[S@@](=O)N1Cc2cc(C(=O)NCc3ccccc3F)nc(-c3cccc(-c4cccnc4)c3)c2[C@H]1CCO was read as S100A4 MyoIIA -9, PglD inh -3, DENV2 CPE rescue -1, E-sel inducer 0.5, Statin myotox sup -21, ERp5 block -3 and SIRT5 block 8.
`O=C(O)CCC(=O)NNC(=O)c1ccc([N+](=O)[O-])cc1` gave S100A4 MyoIIA -8, DENV2 CPE rescue 2, E-sel inducer -1.2, ERp5 block 6 and SIRT5 block -8.
`COc1ccc2nc(SC(C)C(=O)NCC(=O)Nc3ccc(F)c(F)c3F)[nH]c2c1` (stereo not given) gave S100A4 MyoIIA -2, PglD inh 1, DENV2 CPE rescue -6, Statin myotox sup -22, ERp5 block 6 and SIRT5 block 0.
Screening Cc1cccc(NC(=S)N(Cc2ccco2)C(C)c2cccs2)c1 (stereo not given) returned S100A4 MyoIIA -10, PglD inh -2, DENV2 CPE rescue -4, E-sel inducer 1.2, ERp5 block -5 and SIRT5 block 4.
`Cc1ccccc1CNC(=O)c1ccccc1N(C)S(=O)(=O)c1ccccc1` gave S100A4 MyoIIA 7, PglD inh -7, DENV2 CPE rescue 0, Statin myotox sup 12, ERp5 block -1 and SIRT5 block 1.
`Cc1ccc(NC(=S)N2CCN(S(C)(=O)=O)CC2)cc1` gave S100A4 MyoIIA -4, PglD inh -3, DENV2 CPE rescue 0, Statin myotox sup -1, ERp5 block 4 and SIRT5 block -3.

At a glance, 2 of the compounds above:
`Cc1ccccc1CNC(=O)c1ccccc1N(C)S(=O)(=O)c1ccccc1` gave S100A4 MyoIIA 7, PglD inh -7, DENV2 CPE rescue 0, Statin myotox sup 12, ERp5 block -1 and SIRT5 block 1.
`Cc1ccc(NC(=S)N2CCN(S(C)(=O)=O)CC2)cc1` gave S100A4 MyoIIA -4, PglD inh -3, DENV2 CPE rescue 0, Statin myotox sup -1, ERp5 block 4 and SIRT5 block -3.
